S1P2 ag – S1P2 receptor agonists, primary screen, cell-based | Sphingosine 1-phosphate receptor 2 (Homo sapiens), O95136 | S1P2-expressing cell line, agonist reporter read-out | activation, % at 4.5 µM | actives 0.46% (n = 97,000) | AID 729, 2007; in the data active means activation above about 16%;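 further: 0% = vehicle low control and 100% = maximal reference agonist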
Target sequence (O95136 whole entry, looked up): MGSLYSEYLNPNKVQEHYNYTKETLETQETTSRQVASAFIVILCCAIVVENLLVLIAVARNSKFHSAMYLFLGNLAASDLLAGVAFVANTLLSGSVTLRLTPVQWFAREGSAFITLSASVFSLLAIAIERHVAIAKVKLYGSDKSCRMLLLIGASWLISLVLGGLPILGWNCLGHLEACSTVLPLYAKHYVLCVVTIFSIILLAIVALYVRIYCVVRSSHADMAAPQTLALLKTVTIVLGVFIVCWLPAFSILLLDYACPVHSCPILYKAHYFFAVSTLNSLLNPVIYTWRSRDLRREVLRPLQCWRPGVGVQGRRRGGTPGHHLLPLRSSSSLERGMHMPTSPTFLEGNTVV
S1P2 blocker – human S1P2 receptor antagonists, primary screen, cell-based; actives 0.21% (n = 97,000); inhibition, % at 5 µM; cell-based S1P2 antagonist assay, inhibition at 5 uM; Sphingosine 1-phosphate receptor 2 (Homo sapiens), O95136; in the data active means inhibition above about 45%;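 further: CRE beta-lactamase reporter cells expressing human S1P2 stimulated with S1P; 0% = agonist at EC80 alone and 100% = agonist plus reference antagonist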
H69AR growth 86K – proliferation blockers of H69AR lung cancer cells, primary screen, cell-based, human, 86K library. H69AR lung tumor viability, ATP luminescence, 72 h; stronger effect = lower value. viability, % at 10 µM. actives 6% (n = 85,000). AID 598, 2007;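 active means viability at or below 40%; inactive means viability above 40%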;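 further: multidrug resistant small cell line overexpressing MRP-1 efflux transporter; 100% = mean luminescence of untreated control wells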
E coli WT exp – growth inhibitors of wild-type E. coli, primary screen, strain BW25113, expanded library, OD600 | OD600 absorbance | growth inhibition, % at 100 µM | actives 0.15% (n = 98,000);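 active means growth inhibition above about 50% at one test dose, limit read from the data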;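 further: growth measured after 20 h incubation at 37 °C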
HUVEC prolif 384 – inhibitors of HUVEC proliferation, primary screen, cell-based, 384-well; actives 1.1% (n = 86,000); AID 648, 2007; viability, % at 10 µM (by protocol); CellTiter-Glo luminescence, 72 h; stronger effect = lower value;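 active means viability at or below 30%; inactive means viability above 30%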;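 further: 100% = median luminescence of DMSO-only cell control wells on each plate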
PostGolgi yeast – phenotypic screen on post-Golgi transport, primary screen; post-Golgi transport phenotypic cell assay; inhibition, % at 10 µM; actives 0.9% (n = 98,000);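 further: yeast cells grown in 1536-well plates; yeast grown about 18 h at 30C before absorbance read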
Fibroblast inh – antiproliferative effect on LL 47 fibroblasts – human, LL 47 cells, CellTiter-Glo luminescence, primary screen. LL 47 human lung fibroblast viability, ATP luminescence; stronger effect = lower value. viability, % at 10 µM. actives 1.1% (n = 85,000). AID 719, 2007;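 active means viability at or below 50% in the single dose screen; inactive means viability above 50%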;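 further: compound exposure lasted 72 h before the ATP readout; 100% = median luminescence of untreated cell-only wells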
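Test system: LL 47 human lung fibroblasts; Quantity: 1,150 cells/well; Buffer or medium: IMEM plus 15% FBS; Dosing: tenfold compound dosing solution, DMSO at 0.1%; Timing: overnight cell rest, 72 h compound treatment at 37 °C; Detection: ATP-based CellTiter-Glo luminescent readout; Read-out basis: viability percentage against median untreated-cell control; Controls: cell-only wells, no compound.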
DAT uptake mod – changed hDAT dopamine uptake under cocaine IC80, either direction, primary screen, cocaine antagonist project, cell-based, LLC-PK1 hDAT, [14C]-dopamine uptake, MLSMR | Sodium-dependent dopamine transporter (Homo sapiens), Q01959 | LLC-PK1 hDAT cells, [14C]-dopamine uptake with cocaine IC80; actives deviate in either direction | B-score at 10 µM | actives 1.3% (n = 110,000);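 active means Z score or B-score, a plate-position-corrected score, falls beyond the plate's 99.7% confidence bounds, in either direction; inactive means both scores lie inside the 99.7% bounds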;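 further: scored against the spread of the other compound wells on the same plate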
Target sequence (Q01959 whole entry, looked up): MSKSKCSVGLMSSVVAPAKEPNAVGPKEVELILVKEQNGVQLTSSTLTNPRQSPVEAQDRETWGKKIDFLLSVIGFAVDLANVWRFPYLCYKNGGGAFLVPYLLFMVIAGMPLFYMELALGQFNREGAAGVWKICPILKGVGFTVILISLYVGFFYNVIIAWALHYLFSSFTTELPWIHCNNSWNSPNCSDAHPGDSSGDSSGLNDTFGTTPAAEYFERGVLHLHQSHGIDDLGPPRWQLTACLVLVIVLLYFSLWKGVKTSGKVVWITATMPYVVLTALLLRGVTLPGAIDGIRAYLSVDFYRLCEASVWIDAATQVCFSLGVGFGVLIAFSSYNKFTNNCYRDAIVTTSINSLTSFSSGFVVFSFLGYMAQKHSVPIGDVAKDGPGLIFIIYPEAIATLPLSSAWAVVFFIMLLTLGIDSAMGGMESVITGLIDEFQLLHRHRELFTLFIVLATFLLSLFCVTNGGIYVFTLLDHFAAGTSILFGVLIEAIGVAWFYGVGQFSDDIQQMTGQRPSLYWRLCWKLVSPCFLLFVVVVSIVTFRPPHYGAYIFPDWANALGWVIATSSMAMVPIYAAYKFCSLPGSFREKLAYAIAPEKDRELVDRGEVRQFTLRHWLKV
PostGolgi ctrl – growth inhibition of yeast control strain, primary screen, counter-screen for post-Golgi transport modulator project. efflux-deficient yeast background strain, growth absorbance A615, 16 h. inhibition, % at 10 µM. actives 5% (n = 98,000). AID 738, 2007
The depositor's hits bear a star; / = not tested or not shown. Unless noted, no stated cut-off is given here; in the data, active means inhibition above about 30%; inactive means the rest.

SMILES	S1P2 ag	S1P2 blocker	H69AR growth 86K	E coli WT exp	HUVEC prolif 384	PostGolgi yeast	Fibroblast inh	DAT uptake mod	PostGolgi ctrl
O=C(Nc1ccccc1C(=O)NCCCn1ccnc1)c1ccccc1	-1.6	0.7	90.7	4.0	94.8	1.4	105.0	0.0685	2.6
CCOC(=O)c1c(C)nc(-c2ccccc2)nc1N	-3.2	-21.9	60.2	3.0	86.7	23.4	100.9	0.59	1.1
COc1ccc(N2CCN(c3oc(-c4ccc(OC)c(OC)c4)nc3C#N)CC2)cc1	-6.5	-6.2	83.8	-4.0	76.6	-4.3	105.2	-0.481	18.9
Cn1cc(S(=O)(=O)Nc2cccc(F)c2)c(=O)n(C)c1=O	-2.0	15.2	92.9	-7.0	97.1	6.8	92.1	-0.762	10.2
CCOc1cc(NC(=O)c2ccco2)c(OCC)cc1NC(=O)Cc1ccc(OC)c(OC)c1	-0.9	-14.1	71.2	-4.0	64.1	-1.6	96.3	-0.207	-4.5
COc1ccccc1CNc1ccc(N2CCCCC2)cc1	-3.3	3.1	54.2	8.0	71.2	-6.0	101.0	-1.33	-0.3
CC(C)NC(=O)CSc1nnc(-c2ccc(S(=O)(=O)N3CCCC3)cc2)n1CC1CCCO1 (configuration not stated)	-12.3	13.5	100.3	-2.0	93.7	2.3	95.6	-0.528	9.5
CSC1=N/C(=C\c2ccc(F)cc2)C(=O)S1	-2.8	20.1	94.5	7.0	95.4	18.6	95.2	-0.493	23.8
Cc1nn(-c2ccccc2)c(N2CCCC2)c1/C=N/n1cnc2scc(-c3ccccc3)c2c1=O	-8.8	22.6	52.2	-6.0	70.0	5.5	81.1	2.3	12.4
O=C(CCN1CCc2ccccc21)c1ccc2c(c1)OCCO2	-2.1	-25.2	92.1	-9.0	100.7	-2.3	95.5	-0.396	1.9
COc1ccc(CNC(=O)C(NC(C)=O)C(=O)Nc2ccc(OC)cc2)cc1 (configuration not stated)	-7.1	9.3	/	-4.0	/	-3.3	/	/	11.3
COc1ccc(OC)c(-n2cnc3cc(C(=O)NCCCN4CCOCC4)ccc32)c1	-9.8	-12.6	97.4	3.0	108.2	14.3	97.0	-0.201	23.7
Cc1ccc(O)c(NC(=O)c2cc3nc4c(c(C(F)(F)F)n3n2)CCc2ccccc2-4)c1	-3.4	1.0	/	-10.0	/	2.4	/	-0.0392	34.7*
COc1ccc(CNC(=O)c2cccs2)cc1	-5.7	17.6	77.3	21.0	96.8	-3.5	/	-0.587	-7.6
N#Cc1c(C(F)(F)F)cc(-c2ccc(Cl)c(Cl)c2)nc1SCCN1CCOCC1	-0.7	1.4	/	-23.0	/	0.8	/	1.88	11.8
CC1CCC2(CC1)NC(=O)N(CC(=O)c1ccc[nH]1)C2=O (configuration not stated)	-4.9	10.5	100.5	-7.0	90.1	2.0	97.7	0.952	12.2
CCOC(=O)c1cc2c(ccn2C)n1Cc1cc(C)ccc1C	-4.9	9.4	93.4	-1.0	100.0	-8.2	93.2	-1.24	18.4
CCC(C)c1ccc(OCC(=O)Nc2ccc(Cl)cn2)cc1 (configuration not stated)	-1.5	-15.7	100.0	-7.0	99.9	9.0	104.2	-0.704	16.0
CCCN1C(=O)/C(=C/c2c(NCCCOC(C)C)nc3c(C)cccn3c2=O)SC1=S	-3.4	-8.8	66.5	-25.0	50.6	-10.8	90.7	-0.786	-5.3
Cc1ccc2cc(C)c(SCC#N)nc2c1	-4.6	21.3	97.2	0.0	90.4	30.7*	88.1	-0.00419	15.9
CCOc1ccccc1NC(=O)C1=C(C)NC(=O)NC1c1cccc(OC)c1OC (configuration not stated)	-8.2	21.3	92.8	1.0	98.8	-4.5	106.5	-0.243	16.5
COCCn1c(CN2CCN(C)CC2)nc2c1c(=O)n(C)c(=O)n2C	-3.1	-2.2	100.2	-6.0	104.2	7.1	98.2	-0.346	-1.0
O=C(O)c1ccc(COc2ccc3ccccc3c2/C=C2/NC(=O)N(c3ccccc3)C2=O)cc1	-3.8	-3.3	/	1.0	/	10.8	/	0.195	-6.2
COC(=O)C(NC(=O)c1ccco1)(Nc1nc(C2CC2)cs1)C(F)(F)F (configuration not stated)	/	/	88.1	5.0	101.6	3.0	110.1	1.99	9.4
O=C(/C(=C/c1ccc(Cl)cc1)c1nc2ccccc2[nH]1)c1ccccc1	-9.3	19.9	/	2.0	/	61.7*	/	-0.506	102.4*
Continuation:
SMILES	S1P2 ag	S1P2 blocker	H69AR growth 86K	E coli WT exp	HUVEC prolif 384	PostGolgi yeast	Fibroblast inh	DAT uptake mod	PostGolgi ctrl
O=C(COc1ccccc1Cl)Nc1cc(Cl)ccc1Oc1ccccc1	-6.8	-2.1	/	-10.0	/	16.6	/	0.452	1.2
CCc1ccccc1NC(=O)c1cccc(N2C(=O)C3C4CCC(C4)C3C2=O)c1 (configuration not stated)	-5.3	4.4	/	0.0	/	0.7	/	0.137	3.4
O=C(CNS(=O)(=O)c1cccc2nsnc12)NC1CCCCC1	/	/	92.5	10.0	102.3	23.1	101.3	0.601	-1.1
CCCCOc1ccc(-c2nnn(CC(=O)NCCc3c[nH]c4ccccc34)n2)cc1	-10.7	-0.7	/	-7.0	/	-14.5	/	1.43	22.4
Cc1cccc(-n2nnc(C(=O)NCc3ccccc3)c2N)c1	1.7	-15.0	99.2	0.0	93.1	4.4	97.8	0.93	15.5
O=C(c1ccco1)N1CCN(C(=O)c2cccc3c2C(=O)N(Cc2cccnc2)C3)CC1	-4.8	-1.2	96.1	1.0	104.6	4.0	90.9	-0.393	1.1
Cc1cc2c(c(=O)n1CCN(C)C)C(c1ccc(Br)cc1)C(C#N)=C(N)O2 (configuration not stated)	-7.9	14.7	85.9	2.0	84.9	-0.3	94.4	-0.0187	6.0
O=C(COc1ccccc1)NC(NC(=S)Nc1ccccc1C(=O)O)C(Cl)(Cl)Cl (configuration not stated)	-3.7	10.4	/	6.0	/	2.6	/	-0.646	4.5
CN1CC2(C(=O)c3ccccc3)CN(C)CC(C(=O)c3ccccc3)(C1)C2	-2.7	8.4	90.2	9.0	100.1	-1.3	99.8	-0.243	-0.3
O=C(CCCOc1ccccc1)N1CCCc2ccccc21	1.4	-13.6	98.0	14.0	99.9	-7.0	102.0	0.872	5.3
CCCn1c(CCC(=O)O)ccc1-c1cccs1	-4.8	4.0	94.7	4.0	95.6	3.0	100.0	0.485	3.9
O=C(Nc1ccc2c(c1)Cc1ccccc1-2)c1ccc(Br)o1	-1.9	-4.1	85.9	/	80.8	/	98.4	-0.749	/
Nc1cc(C(=O)O)ccc1N1CCCCCC1	-8.4	-13.3	98.1	5.0	100.6	-9.3	103.8	0.0229	-3.8
O=C(c1n[nH]c(=O)c2ccccc12)N1CCN(c2ccc(F)cc2)CC1	-12.4	3.4	81.0	6.0	99.4	18.8	103.9	0.711	14.8
CCOC(=O)C1CCN(C(=O)COC(=O)CCOc2ccc(C)cc2)CC1	1.1	-12.9	95.1	-2.0	124.9	4.7	102.3	-1.08	3.4
N=c1ncn(CC(O)CO)c2nc(N3CCOCC3)[nH]c12 (configuration not stated)	-1.6	-8.3	/	5.0	/	-4.2	/	0.117	10.2
O=C(CSc1nnc(-c2ccccc2)n1-c1ccccc1)NCc1ccco1	-9.5	11.4	102.2	-15.0	94.4	17.3	100.1	-0.508	11.6
OCCn1c(-c2ccc3c(c2)OCO3)csc1=Nc1ccccc1	-8.7	21.4	98.3	9.0	80.5	5.3	95.4	0.411	24.3
Brc1ccc2nc(CSc3ncn[nH]3)cn2c1	-3.1	-1.4	105.9	15.0	90.6	-1.2	94.7	0.587	26.1
COc1ccc(C2=Nn3c(nnc3C3CCCCC3)SC2)cc1OC	36.4*	-88.4	14.5*	-2.0	81.7	-5.3	41.1*	0.637	1.7
Cc1ccc(NC(=S)Nc2ccc(Br)cc2)cc1	0.4	8.1	/	-5.0	/	-0.7	/	0.0116	3.6
CC1=CC(C)(C)N2C(=O)C3(C(C#N)=C(N)OC4=C3C(=O)CC(C)(C)C4)c3cc(C)cc1c32 (configuration not stated)	-0.8	-33.2	65.5	-2.0	82.4	-4.1	83.8	1.81	-9.4
O=C(NCc1ccccc1)c1ccc(C(=O)N(C2CCCCC2)C2CCCCC2)cc1	-2.3	20.4	71.2	-22.0	85.8	8.4	97.9	1.68	52.4*
CC(C)COC(=O)N1CCCC1C(=O)Nc1nccs1 (configuration not stated)	-7.7	20.1	96.2	-1.0	105.8	0.5	89.5	-0.615	13.8
FC(F)(F)C(F)(F)C(F)(F)c1nnc2ccc(N3CCOCC3)nn12	-8.7	1.6	/	4.0	/	-4.8	/	-0.0264	6.1
The list goes on.
SMILES	S1P2 ag	S1P2 blocker	H69AR growth 86K	E coli WT exp	HUVEC prolif 384	PostGolgi yeast	Fibroblast inh	DAT uptake mod	PostGolgi ctrl
COC(=O)CNC(c1ccccc1)c1cc(Br)ccc1NC(=O)OCc1ccccc1 (configuration not stated)	-6.8	16.1	/	-15.0	/	-5.8	/	1.01	9.4
O=C(O)CCC(=O)Nc1ccc(Br)c(Cl)c1	-0.5	-15.0	96.1	4.0	94.2	0.6	107.5	-0.305	-5.9
Cc1cc(N2CCCC2=O)cc(C)c1S(N)(=O)=O	-7.8	6.0	98.1	-6.0	97.7	10.9	100.8	-1.05	-3.6
Cc1sc(NC(=O)C2CC=CCC2C(=O)O)c(C(=O)OC(C)C)c1C (configuration not stated)	-3.5	-3.5	93.7	4.0	82.7	-4.8	91.8	-0.387	8.7
CN(Cc1ccccc1)C(=O)CCn1c(=O)oc2ccccc21	-2.7	-10.8	87.3	3.0	98.3	-3.0	107.9	-0.0356	2.2
Cc1noc(C)c1S(=O)(=O)N1CCCC(C(=O)N2CCC(C)CC2)C1 (configuration not stated)	-2.9	8.4	/	-15.0	/	3.6	/	-0.315	-0.2
COc1ccccc1N1CCN(C(=O)Cn2c(=O)[nH]c3ccsc3c2=O)CC1	-6.7	0.6	/	-8.0	/	-9.0	/	-0.939	1.5
CC(=O)OC(C(=O)NC1CCCCC1)c1ccc(Cl)cc1 (configuration not stated)	-2.8	-14.4	/	-3.0	/	-5.3	/	-0.446	5.8
Cc1ccnc(N2CCC(C(=O)Nc3ccc4c(c3)OCO4)CC2)n1	/	/	106.4	4.0	88.4	-2.6	99.4	-0.618	3.5
c1ccc(CCn2nnnc2C(c2cccs2)N2CCN(Cc3ccc4c(c3)OCO4)CC2)cc1 (configuration not stated)	/	/	65.4	-17.0	92.3	-1.8	92.8	0.39	0.6

Five entries drawn at random from the list so far:
SMILES	S1P2 ag	S1P2 blocker	H69AR growth 86K	E coli WT exp	HUVEC prolif 384	PostGolgi yeast	Fibroblast inh	DAT uptake mod	PostGolgi ctrl
CC(=O)OC(C(=O)NC1CCCCC1)c1ccc(Cl)cc1 (configuration not stated)	-2.8	-14.4	/	-3.0	/	-5.3	/	-0.446	5.8
O=C(O)CCC(=O)Nc1ccc(Br)c(Cl)c1	-0.5	-15.0	96.1	4.0	94.2	0.6	107.5	-0.305	-5.9
Cc1noc(C)c1S(=O)(=O)N1CCCC(C(=O)N2CCC(C)CC2)C1 (configuration not stated)	-2.9	8.4	/	-15.0	/	3.6	/	-0.315	-0.2
COc1ccccc1N1CCN(C(=O)Cn2c(=O)[nH]c3ccsc3c2=O)CC1	-6.7	0.6	/	-8.0	/	-9.0	/	-0.939	1.5
CN(Cc1ccccc1)C(=O)CCn1c(=O)oc2ccccc21	-2.7	-10.8	87.3	3.0	98.3	-3.0	107.9	-0.0356	2.2

Screening results (PubChem)
